Screening data deposited in PubChem BioAssay by National Center for Advancing Translational Sciences (NCATS).
BCR signal inh: chronic active BCR signaling inhibition; 340,000 tested, 0.05% active; ABC-DLBCL IkBa-CBG/CBR reporter, luminescence ratio, 4 h; Potency, µM (titrated, usually from 46.1 µM), for the others: at the top dose ratio change, negative = lower green/red ratio, most hits filed as inhibitors; active means well fitted inhibition curve with a large enough effect in the signal ratio, with a control signal flat, not every such curve was filed as active; inconclusive means small, poorly fitted or top-dose-only effect, or effect the other way, or a change in a side signal; the % refers to the signal ratio;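 further: plate controls were basal doxycycline-induced cells for no effect and cells given 10 µM MG132 for full effect; MG132 reads +100%, hits lower the ratio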
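Doxycycline induced both beetle luciferases in TMD8 lymphoma cells; IKK-driven degradation limits the IkappaBalpha-fused green signal, while red luminescence normalises for cell number and nonspecific effects. Compounds tested up to 46 uM, 4 hrs.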
An asterisk follows results filed as active; ? = inconclusive. Potency means the concentration at half of the fitted maximal effect. An excerpt (hit frequency here may not be typical).

SMILES	BCR signal inh
COc1cc(C2C(C(=O)Nc3ccccc3C)=C(C)Nc3nc(SCc4cc(C)ccc4C)nn32)ccc1O (stereo not given)	?
Cc1ccc(Cl)cc1NC(=O)CSc1nc2ccccc2c2nc(-c3ccccc3)nn12	1%
CCOC(=O)c1c(C)oc2ncnc(N3CCN(c4ccccc4F)CC3)c12	-3%
CCOc1ccc(NC(=O)Cn2c(=O)n(CCCC(=O)NCCc3ccc(Cl)cc3)c(=O)c3ccccc32)cc1	-2%
CCOc1ccc(-c2nc(CSCC(=O)NCc3ccc(C)cc3)c(C)o2)cc1	4%
Cc1cccc(N2CCN(C(=O)c3ccc4c(c3)N(Cc3cccc(Cl)c3)C(=O)c3ccccc3S4=O)CC2C)c1 (stereo not given)	22%
COc1ccc(-c2nc3scc(CCNS(=O)(=O)c4cccc(C(C)=O)c4)n3n2)cc1	-2%
COc1ccc(NC(=O)CSc2nc(-c3cccs3)cc(C(F)(F)F)n2)cc1OC	?

Carrying on:
SMILES	BCR signal inh
O=C(NC1CC(=O)N(c2ccc(F)cc2)C1)c1ccc(S(=O)(=O)N2CCOCC2)cc1 (stereo not given)	?
CCC1Oc2ccccc2N(CC(=O)NCc2ccccc2)C1=O (stereo not given)	-14%
Cc1ccc(NC(=O)c2oc3ccc(S(=O)(=O)N4CCCCC4)cc3c2C)cc1C	?
CC(C)OCCCNC(=O)c1ccc(CSc2nc3cccnc3n2Cc2ccccc2)cc1	1%
COc1cccc(-n2c(=O)c3c(C)c(C(=O)N(C)C)sc3n(Cc3ccc(F)cc3Cl)c2=O)c1	2%
CC(C)c1ccc(NC(=O)CSC2=Nc3ccccc3C3=NC(CCC(=O)NC4CCCCC4)C(=O)N23)cc1 (stereo not given)	10%
CCOc1ccc(CNC(=O)c2sc3ncnc(N(C)C4CCCCC4)c3c2C)cc1	7%
CCCN(C(=O)c1cn(C)c(=O)c2cc(OC)c(OC)cc12)c1ccc(CC)cc1	5%

2 records picked at random from the list so far:
SMILES	BCR signal inh
CCOC(=O)c1c(C)oc2ncnc(N3CCN(c4ccccc4F)CC3)c12	-3%
CCC1Oc2ccccc2N(CC(=O)NCc2ccccc2)C1=O (stereo not given)	-14%

(more compounds)
SMILES	BCR signal inh
COc1cccc2[nH]c(C(=O)NCc3ccc4c(c3)CCN4C(=O)c3ccc(F)cc3)cc12	-2%
O=C(CSc1nc(=O)[nH]c2c1CCCC2)NCc1ccc(F)cc1	6%
COc1ccc(N2CC(NC(=O)/C=C\c3ccc4c(c3)OCO4)CC2=O)cc1OC (stereo not given)	-31%
Cc1ccc(CSC2=Nc3ccccc3C3=NC(CC(=O)NC4CCCCC4)C(=O)N23)cc1 (stereo not given)	2%
COc1ccc(CNC(=O)CN2N=C(c3ccc(Cl)cc3)CCC2=O)cc1	?
COc1ccc(Cl)cc1NC(=O)CCC(=O)c1ccc(C)cc1	-1%
Cc1ccc(S(=O)(=O)C(CNC(=O)C(=O)NCCc2ccc(F)cc2)c2cccs2)cc1 (stereo not given)	7%
CCOc1cccc2sc(N3CCN(C(=O)c4ccco4)CC3)nc12	?

Carrying on:
SMILES	BCR signal inh
Cc1sc(-c2cc3ccccc3oc2=O)nc1-c1ccc(Cl)cc1	4%
COc1ccccc1NC(=O)C1=C(C)Nc2nc(SCC(=O)c3ccc(C)cc3)nn2C1c1ccccc1C (stereo not given)	9%
CCc1ccc2nc(N3CCN(C(=O)C4CC4)CC3)sc2c1	?
CC(CC(=O)NCc1ccc(Cl)cc1Cl)CC1=NS(=O)(=O)c2ccccc2N1 (stereo not given)	?
Cc1sc(-c2cc3ccccc3oc2=O)nc1-c1ccc(Cl)c(Cl)c1	7%
COc1ccc(CCNc2ncnc3c2cnn3-c2cccc(Cl)c2)cc1	?
Cc1ccc(NC(=O)Cn2cc(C(=O)c3ccco3)c3ccccc32)cc1	?
COc1ccc(C(=O)NCc2ccc3c(c2)CCN3C(=O)c2ccc(Cl)cc2)c(OC)c1	-2%

Later entries:
SMILES	BCR signal inh
O=C(CSc1nc(=O)n(Cc2ccco2)c2c1CCC2)NCc1ccc(Cl)cc1	-5%
Cc1ccc(CSc2nc3ccsc3c(=O)n2CCC(C)C)cc1	14%
Cc1cc(Br)cc(C)c1NC(=O)c1sc2ncn(Cc3cccc(F)c3)c(=O)c2c1C	6%
Cc1cc(SCC(=O)NCc2ccccc2Cl)nc(=O)[nH]1	-10%
CCOc1ccc(Sc2cc(C(=O)NCc3ccc(F)cc3)c3ccccc3n2)cc1	5%
COc1ccc(-c2cc(C(=O)NCc3ccc(F)cc3)c3c(-c4ccc(F)cc4)[nH]nc3n2)cc1OC	-2%
COc1ccc(OC)c(S(=O)(=O)N2CCC(c3ccncc3)CC2)c1	7%
CC(=O)c1cc2c(cc1N/C(=N/S(=O)(=O)c1ccc(F)cc1)c1ccccc1)OCO2	27%

Continued:
SMILES	BCR signal inh
CC(=O)Nc1ccc(NC(=O)CCC(=O)c2ccc(C)cc2)cc1	4%
COCCNC(=O)C1CCN(Cc2cc3ccccc3n2Cc2ccc(C)cc2)CC1	?
CC(=O)c1cccc(S(=O)(=O)NCCc2csc3nc(-c4ccc(F)cc4)nn23)c1	?
Cc1cccc(C(=O)N2CCc3cc(CNC(=O)c4ccco4)ccc32)c1	-16%
CC(=O)Nc1cc(C(=O)NCc2ccc(C)cc2)ccc1S(=O)(=O)c1ccc(Cl)cc1	?
Cn1ncc2c(N3CCN(c4ccccc4Cl)CC3)ncnc21	?
CCOC(=O)c1cc(-c2ccc(F)cc2)n(CCC(=O)NC2CCC(C)CC2)c1C (stereo not given)	-8%
O=C(NCC(c1cccs1)S(=O)(=O)c1cccs1)c1ccc(C(F)(F)F)cc1 (stereo not given)	0%

Remaining list, next part
SMILES	BCR signal inh
CCOc1ccc2nc(N3CCN(C(=O)C(C)C)CC3)sc2c1	9%
CCc1ccccc1NS(=O)(=O)c1ccc2[nH]cc(C(=O)N(CC)Cc3ccccc3)c(=O)c2c1	-1%
COc1ccc(Cl)cc1NC(=O)CSc1nc(=O)n(Cc2ccco2)c2c1CCC2	?
COc1cn(CC(=O)Nc2ccccc2)c(CN2CCCCC2)cc1=O	8%
COc1ccc(C(=O)CCC(=O)Nc2ccc(OC)c(Cl)c2)cc1	3%
CC1CN(S(=O)(=O)c2ccc3c(c2)NC(=O)CC(=O)N3)c2ccccc2O1 (stereo not given)	1%
CCOc1ccc(NC(=O)CSc2nc3ccsc3c(=O)n2CCC(C)C)cc1	-1%
CC1=C(C(=O)NCc2ccc(C)cc2)C2(CCCCC2)OC1=O	0%

Next part.
SMILES	BCR signal inh
CCCCCNC(=O)c1c[nH]c2ccc(S(=O)(=O)N3CCC(C)CC3)cc2c1=O	?
CCCCN(CC)CCCNC(=O)CCN1N=C(c2ccc(OC)cc2)CCC1=O	-25%
CCOC(=O)c1ccc(OCC2c3cc(OC)c(OC)cc3CCN2C(=O)Cc2ccc(OC)c(OC)c2)cc1 (stereo not given)	-11%
Cc1ccc(NC(=O)c2ccc(=O)n(CC(=O)Nc3cc(C)cc(C)c3)n2)cc1	?
COc1cccc2cc(-c3nc(Nc4cccc(C)c4)sc3C)c(=O)oc12	-11%
CCOC(=O)c1c(S(=O)(=O)NCC(=O)Nc2cccc(SC)c2)c(C)n(C)c1C	?
O=[N+]([O-])c1ccc(S(=O)(=O)N2CCn3cccc3C2c2ccccc2F)cc1 (stereo not given)	11%
O=C(CCC1N=C2c3ccccc3N=C(SCc3cccc(F)c3)N2C1=O)NC1CCCCC1 (stereo not given)	0%

Additional structures:
SMILES	BCR signal inh
Cc1ccc(CSCCC(=O)N2CCN(c3ccc(F)cc3)CC2)cc1	-6%
CCc1ccccc1NC(=O)CSc1ncccc1C(=O)O	-6%
Cc1cccc(OCC(=O)NCc2ccc3c(c2)CCN3C(=O)c2ccc(Cl)cc2)c1	25%
CCOc1ccc(C2C(C(=O)Nc3ccccc3)=C(C)Nc3nc(SCc4cccc(OC)c4)nn32)cc1 (stereo not given)	?
Cc1onc(-c2ccccc2Cl)c1C(=O)Oc1ccccc1F	9%
CCc1cnc2c(c1SCC(=O)Nc1cc(Cl)ccc1OC)c(=O)n(C)c(=O)n2C	-20%
CN(C)CCn1c2c(c(SCC(=O)Nc3ccc(F)cc3F)nc1=O)CCC2	7%
CCc1ccc(NC(=O)CSC2=Nc3ccccc3C3=NC(CCC(=O)NCCc4ccccc4)C(=O)N23)cc1 (stereo not given)	-17%

New compounds follow
SMILES	BCR signal inh
COc1ccc(-n2c(SCC(=O)NCc3ccccc3)nc3ccsc3c2=O)cc1	12%
CCS(=O)(=O)NCCc1sc2nc(-c3ccc(OC)cc3)nn2c1C	?
CCN1CCN(c2ncnc3c2cnn3-c2ccc(C)c(Cl)c2)CC1	-2%
CCOc1ccc(-c2nnc(SCC(=O)NCCC(C)C)nc2-c2ccc(OCC)c(OC)c2)cc1OC	4%
CCCN1C(=O)C(O)(CC(=O)c2ccc(CC)cc2)c2ccccc21 (stereo not given)	5%
CCOC(=O)c1cc(-c2ccccc2)n(-c2cccc(C(=O)Nc3cccc(SC)c3)c2)c1C	-6%
COc1ccc(OC)c(Nc2ncnc3c2cnn3-c2cccc(Cl)c2)c1	-1%
Cc1ccc(NC(=O)c2cc(S(=O)(=O)N3CCC4(CC3)OCCO4)ccc2F)cc1Cl	?

The results go on:
SMILES	BCR signal inh
OCCN1CCN(C(c2ccc(Cl)cc2Cl)c2sc3nc(-c4ccco4)nn3c2O)CC1 (stereo not given)	-16%
CC1=C(C(=O)Nc2cccnc2)C(c2cccc(O)c2)n2nc(SCc3ccccc3)nc2N1 (stereo not given)	-20%
CC1CCCN(c2ncnc3c2cnn3-c2ccc(F)cc2)C1 (stereo not given)	14%
Cc1ccc(-n2nnc(-c3nsc(NC(=O)c4ccccc4)n3)c2C)cc1	-3%
Cc1c(C(=O)N(C)C)sc2c1c(=O)n(-c1ccc(Cl)cc1)c(=O)n2CC(=O)C(C)(C)C	-4%
CCN(c1ccccc1)S(=O)(=O)c1ccc(F)c(C(=O)Nc2ccc(C)cc2)c1	18%
CC1CCN(S(=O)(=O)c2ccc3c(c2)N(CC(=O)O)C(=O)CO3)CC1	5%
CCOc1cccc2sc(N3CCN(C(=O)C4CC4)CC3)nc12	7%

(more compounds)
SMILES	BCR signal inh
COc1ccc(Br)cc1CNC(=O)CCSCc1ccc(C)cc1	?
Cc1cc(C)c2nc(N(Cc3cccnc3)C(=O)CCS(=O)(=O)c3ccccc3)sc2c1	5%
CCC(Sc1nc2ccccc2c(=O)n1CCc1ccc(OC)c(OC)c1)C(=O)N(CC)CC (stereo not given)	21%
CCc1ccc(NC(=O)Cn2c(=O)n(-c3cccc(OC)c3)c(=O)c3c(C)c(C(=O)N(C)C)sc32)cc1	-25%
Cc1ccc(Cl)cc1-n1ncc2c(NC3CCCCCC3)ncnc21	1%
Cc1cccc(N2CCN(S(=O)(=O)c3cc(C(=O)Nc4ccc(Oc5ccccc5)cc4)ccc3F)CC2C)c1 (stereo not given)	3%
CC(C)(C)c1ccc(CSC2=Nc3ccccc3C3=NC(CC(=O)NCc4cccs4)C(=O)N23)cc1 (stereo not given)	4%
CCCCc1ccc(NC(=O)COc2cccc3c(=O)n(C)ccc23)cc1	?

Molecules shown so far containing a COOH group:
SMILES	BCR signal inh
CCc1ccccc1NC(=O)CSc1ncccc1C(=O)O	-6%
CC1CCN(S(=O)(=O)c2ccc3c(c2)N(CC(=O)O)C(=O)CO3)CC1	5%

New compounds follow:
SMILES	BCR signal inh
CC(=O)c1ccc(N2CCN(c3ncnc4c3c(-c3ccccc3)cn4-c3ccc(C)c(Cl)c3)CC2)cc1	-1%
COc1ccc(N2CC(NC(=O)c3ccc(S(=O)(=O)N4CCCCC4)cc3)CC2=O)cc1 (stereo not given)	-1%
Cc1ccc(C)c(CNC(=O)c2sc3ncnc(N(C)C4CCCCC4)c3c2C)c1	9%
COc1ccccc1N1CCN(S(=O)(=O)c2ccc(F)c(C(=O)Nc3ccc(C)c(F)c3)c2)CC1	-10%
COC(=O)c1cc(NC2(c3ccccc3)C(=O)c3ccccc3C2=O)cc(C(=O)OC)c1	13%
O=C(Nc1ccc(F)c(Cl)c1)c1cc(S(=O)(=O)N2CCCc3ccccc32)ccc1F	?
COc1ccc(N(C(=O)/C=C\C(=O)Nc2ccc(Cl)cc2)C(C(=O)NCc2ccco2)c2ccc(C)cc2)cc1 (stereo not given)	?
COc1ccc(-c2nc3scc(CCNS(=O)(=O)c4c(C)noc4C)n3n2)cc1	-22%

(further entries)
SMILES	BCR signal inh
CC(=O)c1cccc(NC(=O)CSc2nnc3ccc(-c4ccc(F)cc4)nn23)c1	?
CCOc1ccc(-c2cc(C(=O)NCCc3ccc(OC)c(OC)c3)c3c(-c4ccc(F)cc4)[nH]nc3n2)cc1	-27%
COc1ccc(NC(=O)Cn2c(=O)oc3cc(S(=O)(=O)NC4CCCC4)ccc32)cc1OC	0%
O=C(c1ccc2c(c1)N(Cc1cccc(Cl)c1)C(=O)c1ccccc1S2(=O)=O)N1CCCCCC1	?
Cc1cc(=O)[nH]c2nnc(SCc3ccccc3F)n12	-7%
O=C(Nc1ccccc1)c1ccc(Br)c(S(=O)(=O)N2CCCCC2)c1	?
CC(=O)C1=C(c2ccc(C)cc2)N(C(C)=O)n2c(nnc2-c2ccccc2)S1	1%
COc1cccc(CNC(=O)C(=O)Nc2c3c(nn2-c2ccccc2)CSC3)c1	-6%
COc1cccc(/C=C/c2nc3ccccc3c(=O)n2-c2ccc(C)c(C)c2)c1OC	-3%
Cn1cnnc1SCC(=O)Nc1cc(C(=O)O)cc(C(=O)O)c1	12%
